Assay outcomes from PubChem BioAssay.
Runt-CBFb FRET – inhibitors of RUNX1 Runt–CBFb binding, primary screen, biochemical, FRET, Cerulean-Runt, Venus-CBFb, uHTS; Runt-related transcription factor 1 (Homo sapiens) + Core-binding factor subunit beta …; 0.46% of 220,000 active; inhibition, % at 20 µM; Cerulean-Runt/Venus-CBFb FRET ratio 530/480, 1 h;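 active means inhibition over about 50% at 20 µM in the single-dose screen, limit read from the data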;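 further: 0% = DMSO wells and 100% = excess unlabeled CBFb competitor control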
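Doses: 20 µM compound in 1% DMSO | Material: Cerulean-labeled Runt domain protein | Amount: Each fluorescent fusion protein 100 nM | Schedule: Two 1 h room-temperature incubations shielded from light | Measured by: FRET fluorescence | Evaluation: Loss of energy transfer signal | Controls: Unlabeled CBFb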
NPY-Y2 PAM-ag – NPY-Y2 potentiators or agonists, primary screen, cell-based; activation, % at 3.6 µM; cells expressing NPY-Y2, potentiator/agonist read-out; AID 1359, 2008; Neuropeptide Y receptor type 2 (Homo sapiens), P49146; 0.45% of 220,000 active; in the data active means activation above about 27%;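 further: cells stimulated with NPY near EC25 plus isoproterenol at EC100; 0% = vehicle plus submaximal agonist and 100% = vehicle plus saturating agonist; some results beyond the cut were filed as inactive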
NPY Y1 blocker – NPY-Y1 receptor antagonists, primary screen, cell-based. 1% of 200,000 active. HEK293-CNG Y1 cells, membrane potential fluorescence; NPY at EC95, then isoproterenol. AID 1040, 2008. inhibition, % at 3.6 µM. Neuropeptide Y receptor type 1 (Homo sapiens), P25929;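 active means inhibition above the campaign mean inhibition of all tested compounds plus 3 SD, cut at about 20% in these data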;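 further: 0% = DMSO wells given NPY plus isoproterenol and 100% = isoproterenol alone without NPY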
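Assay system: HEK293 Y1/CNG channel cell line; Doses: single compound dose of 3.6 µM, 0.4% DMSO; Timing: dye 3 h, compound 60 min room temperature, stimulation 45 min; Technique: Membrane-potential fluorescent dye readout; Measure: % inhibition of NPY effect.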
Runt-SMMHC FRET – inhibitors of RUNX1 Runt–CBFb-SMMHC binding, primary screen, biochemical, FRET, Cerulean-Runt, Venus-CBFb-SMMHC, uHTS. inhibition, % at 20 µM. Runt-related transcription factor 1 (Homo sapiens) + Core-binding factor subunit beta …. 0.74% of 220,000 active. Cerulean-Runt/Venus-CBFb-SMMHC FRET ratio 530/480, 1 h;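 active means mean inhibition across duplicate retests at 20 µM reaching about 50%, limit read from the data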;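 further: 0% = DMSO wells and 100% = wells with excess untagged CBFb-SMMHC; inhibitors lower the FRET ratio by blocking Runt binding to CBFb-SMMHC; some results filed as inactive read as strong as hits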
p97 inhibitor – inhibitors of human p97 ATPase, primary screen, biochemical | Transitional endoplasmic reticulum ATPase (Homo sapiens), P55072 | recombinant p97 ATPase, Kinase-Glo ATP luminescence, 3 h | inhibition, % at 8 µM | 0.42% of 220,000 active; in the data active means inhibition above about 15%;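 further: 0% = DMSO vehicle and 100% = wells lacking enzyme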
RBBP9 inhibitor – human RBBP9 inhibitors, primary screen, biochemical, fluorescence polarization, FP-Rh probe, HTS. recombinant RBBP9. 0.2% of 220,000 active. Serine hydrolase RBBP9 (Homo sapiens), O75884. AID 1515, 2009. inhibition, % at 7.94 µM;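 active means inhibition above the campaign mean of all tested compounds plus 3 SD, cut at about 14% in these data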;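 further: plate controls were DMSO wells with RBBP9 for no effect and wells lacking RBBP9 protein for full effect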
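Controls: DMSO-treated enzyme wells and wells lacking RBBP9 | Material: RBBP9 protein | Technique: Fluorescence polarization | Replication: Single well per compound, no replicates | Buffer or medium: Tris-NaCl-Pluronic buffer, pH 8.0 | Timing: 30 min compound preincubation, 45 min probe labeling, 25 °C | Read-out basis: Percent inhibition from mP, scaled between DMSO and no-protein wells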
NPY-Y1 PAM-ag – NPY-Y1 receptor potentiators or agonists, primary screen, cell-based; Neuropeptide Y receptor type 1 (Homo sapiens), P25929; NPY-Y1 expressing cells, potentiator/agonist activation; activation, % at 3.6 µM; 0.37% of 220,000 active; AID 1304, 2008; in the data active means activation above about 33%, passing the limit was not always enough;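 further: cells stimulated with NPY at EC10 then isoproterenol at EC100; 0% = low agonist plus stimulus and 100% = saturating agonist plus stimulus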
Hck Nef HTS – inhibitors of Nef-activated human Hck kinase, primary screen, biochemical, Z-Lyte FRET, 384-well, Hck-YEEI. Tyrosine-protein kinase HCK (Homo sapiens), P08631. AID 463187, 2010. 0.68% of 220,000 active. Recombinant Hck-YEEI plus Nef, Z-Lyte FRET kinase assay. inhibition, % at 20 µM;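 active means Hck-Nef kinase inhibition above about 50%, limit read from the data; inactive means inhibition below that limit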;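 further: 0% = DMSO with Hck plus Nef and 100% = Hck alone without Nef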
Target sequence (P08631 whole entry, looked up): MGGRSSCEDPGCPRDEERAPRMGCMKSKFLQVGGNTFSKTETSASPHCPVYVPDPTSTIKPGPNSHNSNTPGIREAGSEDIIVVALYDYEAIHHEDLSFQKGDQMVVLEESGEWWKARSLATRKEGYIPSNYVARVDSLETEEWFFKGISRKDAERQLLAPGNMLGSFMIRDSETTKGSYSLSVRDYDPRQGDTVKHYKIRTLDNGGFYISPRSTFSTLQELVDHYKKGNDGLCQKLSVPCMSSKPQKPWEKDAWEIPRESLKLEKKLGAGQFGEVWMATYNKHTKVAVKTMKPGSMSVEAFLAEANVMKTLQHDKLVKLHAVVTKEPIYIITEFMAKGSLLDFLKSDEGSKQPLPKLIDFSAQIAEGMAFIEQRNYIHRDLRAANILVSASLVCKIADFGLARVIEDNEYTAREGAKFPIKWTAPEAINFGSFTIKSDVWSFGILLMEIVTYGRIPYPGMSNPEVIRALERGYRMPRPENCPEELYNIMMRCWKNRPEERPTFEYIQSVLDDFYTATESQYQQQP
MDM2 E3 inh – MDM2-luciferase reporter signal enhancers, primary screen, MDM2 E3 ligase inhibitor project, cell-based, luminescence, 1536-well | signal enhancement, % at 5 µM | 0.11% of 210,000 active | cell-based MDM2 ubiquitination luciferase reporter, 2 h; 0 = plate control, 100 = twice control, blank-subtracted | AID 1230, 2008;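 active means signal enhancement of 30% or more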;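 further: luminescence tracks abundance of the self-degrading MDM2-luciferase fusion protein; higher signal means inhibition of MDM2 E3 ligase activity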
Target sequence (Q00987 whole entry, looked up, the tested form may be a part): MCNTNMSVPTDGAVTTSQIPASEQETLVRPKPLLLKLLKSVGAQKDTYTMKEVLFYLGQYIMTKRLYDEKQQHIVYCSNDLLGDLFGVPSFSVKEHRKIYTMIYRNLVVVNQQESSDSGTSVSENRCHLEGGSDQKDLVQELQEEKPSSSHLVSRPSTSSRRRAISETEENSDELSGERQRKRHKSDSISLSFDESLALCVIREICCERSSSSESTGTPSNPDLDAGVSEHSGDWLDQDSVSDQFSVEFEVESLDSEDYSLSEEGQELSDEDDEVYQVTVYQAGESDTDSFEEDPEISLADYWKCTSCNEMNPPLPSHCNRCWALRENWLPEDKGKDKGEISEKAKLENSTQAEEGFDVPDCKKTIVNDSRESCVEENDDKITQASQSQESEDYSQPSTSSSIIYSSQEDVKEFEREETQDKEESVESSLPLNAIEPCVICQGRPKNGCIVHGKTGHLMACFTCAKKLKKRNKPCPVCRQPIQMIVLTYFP
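Assay system: stable mammalian line carrying autodegrading MDM2–luciferase fusion reporter; amount: 2000 cells seeded into each well; buffer or medium: DMEM; benchmarks: plate control and blank wells; signal: luciferase luminescence; timing: 2 h compound exposure at 37 °C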
Numbers without * were called inactive; . = not tested or not shown.

Each structure is followed by: Runt-CBFb FRET | NPY-Y2 PAM-ag | NPY Y1 blocker | Runt-SMMHC FRET | p97 inhibitor | RBBP9 inhibitor | NPY-Y1 PAM-ag | Hck Nef HTS | MDM2 E3 inh
- c1ccc(-c2nn3nnnc3c3ccccc23)cc1
 : 0 | 2 | 6 | 1 | 10 | 9 | -13 | 1 | -15
- CC(C)OC(=O)C1=C(N)N2C(=O)CSC2=C(C(=O)OC(C)C)C1
 : -5 | -10 | -2 | 2 | 0 | -9 | -3 | 0 | -22
- CCOC(=O)N1CCC(=NNC(=O)COc2ccc(OC)cc2)CC1
 : 2 | -9 | 9 | -2 | 1 | -4 | -24 | 0 | -14
- O=C(CSc1ccc(-c2ccccc2)nn1)c1cccs1
 : 1 | 1 | 5 | 3 | 6 | 3 | 10 | -10 | 5
- COc1cccc(N(CC(=O)NCCSc2ccccn2)S(C)(=O)=O)c1
 : -1 | 1 | 1 | -1 | 2 | 8 | 7 | 0 | -3
- C=CCN1C(=O)C(Cc2ccccc2)S/C1=N/N=C/c1cccs1 (stereo unspecified)
 : 0 | 2 | 13 | 1 | -1 | -13 | 11 | 17 | -4
- c1ccc(-c2nnsc2Sc2ccccn2)cc1
 : -2 | -14 | 7 | 1 | 2 | 0 | -12 | 5 | -13
- O=C(NC1CCCCC1)C(c1ccc(F)cc1)N(Cc1cccs1)C(=O)CN1C(=O)c2ccccc2S1(=O)=O (stereo unspecified)
 : -4 | 1 | 2 | -10 | 1 | -3 | -6 | 5 | -1
- N#Cc1c(N)n(-c2ccccc2N)c2nc3ccccc3nc12
 : 9 | 2 | . | 7 | 7 | -6 | -3 | 24 | -2
- CCOC(=O)c1ccc(N2C(=O)CC(Sc3nc(O)c(CC)c(=O)[nH]3)C2=O)cc1 (stereo unspecified)
 : 3 | -13 | 4 | -3 | 1 | -9 | -4 | 5 | -6
- O=C(Nc1ccc(Cl)cc1)N1CCCC1
 : 0 | 1 | 1 | 5 | 2 | -4 | -12 | -1 | 19
- CC(C)n1c(N2CCN(C(=O)Nc3ccc(F)cc3F)CC2)nc2ccccc21
 : -4 | -25 | 4 | -16 | 2 | -7 | -16 | 2 | -4
- Cc1ccc(S(=O)(=O)N2CCN(C)CC2)cc1[N+](=O)[O-]
 : -1 | 2 | 4 | 1 | 5 | -2 | 19 | 1 | -14
- COc1cc(/C=N/N(C)c2ccccc2)cc(Cl)c1O
 : 13 | 9 | -7 | 12 | -1 | 2 | -2 | 0 | 2
- Cc1ccc(-n2c(=O)c3c(C)c(C)sc3n(Cc3cc(=O)n4ccccc4n3)c2=O)cc1C
 : -2 | -9 | 8 | 3 | -2 | -6 | 14 | -2 | 1
- O=S(=O)(Cc1ccccc1)N=Nc1c(O)[nH]c2ccc(Br)cc12
 : -1 | 10 | . | -2 | 4 | -1 | 11 | -1 | -14
- Cc1ccc(N(CC(=O)Nc2ccc(F)cc2)S(=O)(=O)N2CCCC2)cc1
 : -1 | -2 | -8 | -3 | -1 | -2 | -5 | 0 | -21
- COC(=O)[C@@H]1C[C@@]2(O)[C@H](O)[C@H](O)[C@H](O)C[C@H]2N1Cc1ccc(-c2ccccc2)cc1
 : 0 | . | . | -4 | . | . | . | 28 | 8
- Cc1ccc(C(=O)OCC(=O)Nc2ncc(C(F)(F)F)cc2Cl)cc1NC(=O)c1ccco1
 : -2 | -33 | 6 | 0 | -6 | -10 | -32 | 0 | -17
- c1coc(Cn2c(-c3ccco3)nc3ccccc32)c1
 : 32 | 5 | -7 | 39 | 3 | -10 | -20 | 1 | 1
- O=C(O)c1cc2ccccc2cc1Nc1ccccc1
 : 17 | 4 | . | -2 | 3 | -2 | 17 | 2 | -13
- O=C(CSc1ncccn1)NCc1ccccc1
 : 2 | 3 | 0 | -3 | -2 | -8 | -3 | -1 | 6
- COc1ccc(Cc2nnc(Nc3ccc(C)cc3)o2)cc1OC
 : -1 | -12 | . | 0 | 1 | -4 | -9 | 24 | -19
- Fc1ccc(Cn2cc(C(=S)N3CCOCC3)c3ccccc32)cc1
 : 0 | 0 | . | 2 | 1 | -9 | -4 | 18 | -1
- O=C(c1ccc(Br)cc1)N1CCCC(c2nc(-c3cccs3)no2)C1 (stereo unspecified)
 : -1 | -23 | 11 | -1 | -3 | -4 | -13 | 24 | -7
- CC(=O)N1CCCc2cc(S(=O)(=O)NCCC3=CCCCC3)ccc21
 : 0 | 11 | 1 | 2 | 0 | 0 | 8 | -10 | -6
- O=C(N/N=C/c1cccnc1)c1ccc(CN2c3cccc4cccc(c34)S2(=O)=O)cc1
 : 0 | -8 | 2 | -2 | 10 | -22 | 16 | 27 | -5
- O=C(c1ccc(-c2nnc(Nc3cccc(Cl)c3)c3ccccc23)cc1)N1C[C@H]2C[C@H](C1)c1cccc(=O)n1C2
 : -7 | -12 | -7 | -7 | 7 | -4 | 2 | 2 | -2
- Cc1ccc(S(=O)(=O)NN2C(=O)c3ccccc3NC2c2ccccc2)cc1 (stereo unspecified)
 : 0 | 15 | 6 | 4 | 9 | 3 | -1 | 26 | 8
- CCOc1ccccc1-n1c(SCC(=O)N(CC)CC)nnc1-c1ccccn1
 : -3 | 1 | -6 | 4 | 6 | 6 | 9 | 0 | -29
- Cc1nc(-c2coc3cc(OCC(=O)O)ccc3c2=O)cs1
 : 0 | -7 | 5 | -7 | -10 | 1 | 4 | 1 | -43
- COCCNC(=O)Cc1ccc(Br)cc1
 : -2 | 5 | 3 | -5 | 7 | -3 | -11 | -7 | -12
- CCn1c(SCC(=O)NCc2ccco2)nc2cccnc21
 : 1 | -1 | -4 | -2 | -2 | -3 | 11 | 6 | -4
- COCCCN1C(=O)CC(C(=O)OC)=C1C
 : 0 | -3 | -2 | 1 | 3 | -8 | -20 | 6 | -9
- C/[N+]([O-])=C\c1ccc([N+](=O)[O-])o1
 : -1 | 0 | -1 | -8 | 2 | -5 | -2 | 20 | 3
- CC1CC(=O)N(Cc2ccccc2)c2ccccc2N1C=O (stereo unspecified)
 : 1 | -15 | -1 | 1 | 2 | -4 | -1 | 2 | -18
- Cc1cc(C)c(S(=O)(=O)N2CCN(C)CC2)c(C)c1
 : 0 | -33 | -2 | 1 | 0 | -2 | -2 | 4 | -15
- O=C(CSc1ccc(-c2ccccn2)nn1)c1ccccc1
 : 2 | -10 | 5 | 0 | 8 | 0 | -14 | 0 | -5
- Cc1[nH]c2ccccc2c1SCC(=O)N1CCCCCC1
 : 1 | -2 | 3 | 2 | 1 | -3 | 3 | 25 | -16
- COc1ccc(C(=O)OCCN=C2NS(=O)(=O)c3ccccc32)cc1OC
 : -2 | 13 | 4 | 2 | 6 | -7 | -4 | 1 | 6

Record cards (already shown). Order of screens: Runt-CBFb FRET | NPY-Y2 PAM-ag | NPY Y1 blocker | Runt-SMMHC FRET | p97 inhibitor | RBBP9 inhibitor | NPY-Y1 PAM-ag | Hck Nef HTS | MDM2 E3 inh
Results for CC1CC(=O)N(Cc2ccccc2)c2ccccc2N1C=O (stereo unspecified) : 1 | -15 | -1 | 1 | 2 | -4 | -1 | 2 | -18
Results for COCCNC(=O)Cc1ccc(Br)cc1 : -2 | 5 | 3 | -5 | 7 | -3 | -11 | -7 | -12
Results for C/[N+]([O-])=C\c1ccc([N+](=O)[O-])o1 : -1 | 0 | -1 | -8 | 2 | -5 | -2 | 20 | 3
Results for Cc1nc(-c2coc3cc(OCC(=O)O)ccc3c2=O)cs1 : 0 | -7 | 5 | -7 | -10 | 1 | 4 | 1 | -43
Results for COc1ccc(C(=O)OCCN=C2NS(=O)(=O)c3ccccc32)cc1OC : -2 | 13 | 4 | 2 | 6 | -7 | -4 | 1 | 6

Going on with the list:
Each structure is followed by: Runt-CBFb FRET | NPY-Y2 PAM-ag | NPY Y1 blocker | Runt-SMMHC FRET | p97 inhibitor | RBBP9 inhibitor | NPY-Y1 PAM-ag | Hck Nef HTS | MDM2 E3 inh
- Fc1c(CSC(=S)N2CCOCC2)cccc1CSC(=S)N1CCOCC1
 : 2 | -1 | . | 4 | 0 | -2 | -1 | 11 | -6
- Cc1cc([N+](=O)[O-])nn1Cc1ccc(C(=O)N/N=C/c2ccc(N(C)C)cc2)cc1
 : -2 | -27 | . | 1 | 4 | 7 | 24 | 7 | -7
- Cc1ccc(/C=N/NC(=O)C[n+]2ccccc2)s1
 : -1 | -1 | . | 3 | 1 | -7 | 4 | 3 | -12
- C/C(=N/N1CCN(Cc2cccc3ccccc23)CC1)c1cccnc1
 : 2 | 3 | 2 | -1 | 0 | -7 | -2 | -1 | -3
- O=C(CCN1C(=O)c2ccccc2C1=O)N1CCC(c2ccccc2)C1 (stereo unspecified)
 : 1 | 4 | 0 | 1 | 3 | -5 | -19 | -1 | -9
- O=S(=O)(c1ccc(Oc2ccccc2)cc1)N1CCOCC1
 : 1 | 2 | 6 | 1 | -2 | -6 | 10 | -1 | -18
